Redox H2O2 prof – compounds producing H2O2 with reducing agent – biochemical, NIH compound library profiling, artefact control for MLSCN library redox annotation, primary screen; AID 878, 2007; hit rate 0.03% among 200,000; activation, % at 10 µM; DTT-dependent redox cycling H2O2, phenol red/HRP absorbance; 100% = 100 µM peroxide control, 0% = buffer;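 active = activation of at least 50% relative to the plate's high and low controls in the primary single-dose screen; inactive = activation below 50%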;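 note: compound incubated with DTT at 0.8 mM final as the reducing agent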
S1P3 antag – S1P3 receptor antagonists, primary screen, cell-based; CHO S1P3 NFAT-BLA reporter, FRET fluorescence, antagonist mode; inhibition, % at 4.98 µM; hit rate 0.27% among 170,000;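 active = inhibition above the plate cutoff, the mean inhibition of test wells on that plate plus 3 SD, cut at about 28% in these data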;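 note: cells challenged with S1P at its EC80 of 0.8 µM; blue over green emission ratio from cleaved BLA substrate after 4 h stimulation; 0% = S1P-stimulated wells and 100% = unstimulated DMSO-only wells; some compounds past the cut are filed as inactive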
Target sequence (Q99500 whole entry, looked up): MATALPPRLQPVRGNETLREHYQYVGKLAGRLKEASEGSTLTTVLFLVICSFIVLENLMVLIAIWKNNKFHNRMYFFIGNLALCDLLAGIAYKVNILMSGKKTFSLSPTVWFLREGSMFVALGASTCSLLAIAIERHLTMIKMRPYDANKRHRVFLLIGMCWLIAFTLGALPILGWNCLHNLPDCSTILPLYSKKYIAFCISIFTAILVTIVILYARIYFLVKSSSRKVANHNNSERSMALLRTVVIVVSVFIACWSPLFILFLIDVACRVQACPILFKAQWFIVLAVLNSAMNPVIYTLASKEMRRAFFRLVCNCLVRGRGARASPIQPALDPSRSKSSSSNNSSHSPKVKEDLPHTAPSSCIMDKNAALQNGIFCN
RAM network inh – inhibitors of the yeast RAM network, primary screen, dse1pr::URA3 reporter, 5-FOA selection; S. cerevisiae dse1pr::URA3 reporter, 5-FOA growth OD615, 2 d; analog-sensitive cbk1-as2 kinase mutant strain; inhibition, % at 50 µM; hit rate 1.8% among 190,000;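 active = inhibition above a set limit, 3 SD over mean compound inhibition, cut at about 8.4% in these data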;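 note: 0% = DMSO-only wells with no growth and 100% = 10 µM 1-NA-PP1 full growth; inhibition rescues growth on 5-FOA so higher OD means more RAM inhibition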
Diaphorase inh – diaphorase inhibitors and chemical oxidizers, primary screen, counter-screen for diaphorase-coupled primary assays, biochemical, uHTS, resorufin fluorescence. diaphorase resazurin-to-resorufin fluorescence, NADH, 16 min; bacterial (C. kluyveri) enzyme, not human. inhibition, % at 20 µM. hit rate 0.69% among 190,000. AID 1217, 2008;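 active = primary screen inhibition at 20 µM above a set limit, cut at about 50% in these data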;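 note: plate controls were DMSO with full reaction for no effect and wells lacking NADH for full effect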
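material = Clostridium kluyveri diaphorase enzyme | amount = 0.14 U/mL diaphorase, enzyme working solution | schedule = incubation 16 min, room temperature | detection = fluorescence of resorufin formed from resazurin, Ex 544/Em 590 nm | benchmarks = positive control minus NADH, DMSO neutral control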
G6PDH counter – L. mesenteroides G6PDH inhibitors, counter-screen for G6PDH-coupled screening assays, biochemical, Leuconostoc mesenteroides enzyme; hit rate 0.12% among 200,000; Purified L. mesenteroides G6PDH, diaphorase/resazurin coupled fluorescence, 45 min; inhibition, % at 5 µM
Lmaj promast – Leishmania major promastigote growth inhibition, primary screen | Leishmania major promastigotes, resazurin fluorescence viability | hit rate 9% among 200,000 | inhibition, % at 10 µM | AID 1063, 2008;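 note: promastigotes grown with compound for 44 hours at 28 °C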
Hsp70 act – Hsp70 transcriptional activators, primary screen, cell-based, HeLa, Hsp70 promoter luciferase, luminescence, 10 µM | hit rate 0.04% among 200,000 | AID 1203, 2008 | activation, % at 10 µM | HeLa Hsp70 promoter luciferase reporter; scaled: vehicle 0, proteasome-inhibitor control 100%;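 active = activation above the mean across all tested compounds plus 3 SD, cutoff set per campaign, cut at about 5.5% in these data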;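 note: 100% = MG132 at 30 µM as the positive control and 0% = DMSO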
Diaph act CS – compounds boosting diaphorase resazurin reduction – biochemical, uHTS, resorufin fluorescence, counter-screen for diaphorase-coupled primary assays, primary screen. Diaphorase/resazurin coupled assay, 16 min; stronger effect = higher value; 1 = vehicle wells, 0 = NADH-free wells. activation factor at 20 µM. hit rate 0.005% among 190,000;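 active = diaphorase activity raised at least twofold by the compound at 20 µM; inactive = activation factor below 2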
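Material: Purified diaphorase enzyme from Clostridium kluyveri | Buffer or medium: 50 mM HEPES pH 7.4 with 4.542 mM MgCl2, 0.005% Tween 20 | Times: 16 min enzyme reaction, ambient temperature | Signal: Red resorufin fluorescence at 544/590 nm excitation/emission | Measure: Increased resorufin signal from activators or reducing compounds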
TLR4-MyD88 BLA – inhibitors of TLR4-MyD88 association in cells, primary screen, cell-based, HeLa CL3-4, BLA complementation, FRET ratio | Toll-like receptor 4 (Homo sapiens) + Myeloid differentiation primary response protein … | HeLa CL3-4 TLR4/MyD88 BLA complementation | inhibition, % at 8.4 µM | hit rate 0.18% among 200,000 | AID 861, 2007; in the data active = inhibition above about 25%;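 note: 0% = vehicle and 100% = reference inhibitor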
PMI act – activators of human PMI, primary screen, biochemical, fluorescence intensity, near-Km mannose 6-phosphate; Mannose-6-phosphate isomerase (Homo sapiens), P34949; purified human PMI, coupled resazurin fluorescence, 20 min; stronger effect = higher value; 1 = vehicle control, 0 substrate-free wells; activation factor at 20 µM; hit rate 0.005% among 190,000; AID 1214, 2008;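 active = activation factor of 2 or more at 20 µM, relative to plate controls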
Target sequence (P34949 whole entry, looked up): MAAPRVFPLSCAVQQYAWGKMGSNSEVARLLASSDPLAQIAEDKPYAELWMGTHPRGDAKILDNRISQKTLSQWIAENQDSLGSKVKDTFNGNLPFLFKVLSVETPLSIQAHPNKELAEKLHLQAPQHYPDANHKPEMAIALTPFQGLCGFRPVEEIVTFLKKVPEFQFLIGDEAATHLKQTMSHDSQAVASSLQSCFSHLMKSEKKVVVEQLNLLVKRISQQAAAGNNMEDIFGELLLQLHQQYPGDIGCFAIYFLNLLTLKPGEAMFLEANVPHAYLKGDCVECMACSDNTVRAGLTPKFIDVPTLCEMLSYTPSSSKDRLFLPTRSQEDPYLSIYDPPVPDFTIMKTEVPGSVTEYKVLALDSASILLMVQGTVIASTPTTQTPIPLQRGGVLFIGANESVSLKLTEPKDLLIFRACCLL
PMI act hi M6P – human PMI activators, high substrate, primary screen, biochemical, fluorescence intensity, near-saturating mannose 6-phosphate; Mannose-6-phosphate isomerase (Homo sapiens), P34949; coupled PMI enzyme assay, resazurin fluorescence, 20 min; stronger effect = higher value; 1 = untreated enzyme, 0 = substrate-free blank; activation factor at 20 µM; hit rate 0.34% among 190,000;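 active = activation factor of 2 or more at 20 µM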
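Test system – human PMI in coupled enzyme assay · Timing – 20 min incubation at room temperature · Detection – Diaphorase-driven resazurin-to-resorufin fluorescence, excitation 544, emission 590 nm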
* hit, by the source's call; . = no result given. Cut-off read from the data, not from the text of the source, unless noted: active = inhibition above about 50%; inactive = the rest.

SMILES | Redox H2O2 prof | S1P3 antag | RAM network inh | Diaphorase inh | G6PDH counter | Lmaj promast | Hsp70 act | Diaph act CS | TLR4-MyD88 BLA | PMI act | PMI act hi M6P
Cc1ccc(C(=O)C2CCNCC2)cc1 | 0.2 | -1 | -0.5 | 4 | 10 | 9 | -0.3 | 1 | -5 | 1 | 1
CN(/C=C/C(=C\C=[N+](C)c1ccccc1)OCCCS(=O)(=O)[O-])c1ccccc1 | 0.6 | -14 | 3.1 | 59* | 17 | -4 | -0.3 | 0.4 | -6 | 1.2 | 1.3
CC1CN(c2ccc(Cl)nn2)CC(C)O1 (stereo unspecified) | -0.8 | -6 | 1.5 | 12 | 5 | -5 | 0.2 | 0.9 | -9 | 1.1 | 1
O=C(c1ccccc1)C(C(=O)N1CCCCC1)n1ccccc1=O (stereo unspecified) | 0.0 | -26 | 0.4 | . | -5 | 2 | -0.2 | . | -15 | . | .
O=C(N/N=C/c1ccc(-c2ccccc2[N+](=O)[O-])o1)[C@H]1C[C@@H]1c1ccccc1 | 0.6 | 11 | 2.5 | 52* | 13 | 90* | -0.2 | 0.5 | 1 | 0.6 | 0.4
Cc1ccccc1NC(=S)NC1CCN(Cc2ccccc2)CC1 | 0.0 | 0 | 0.9 | 10 | 22 | 94* | -0.3 | 0.9 | -13 | 0.9 | 1
Cc1ccc(S(=O)(=O)N(C)C)cc1-n1c(SCC(=O)Nc2ccccc2)nc2ccccc2c1=O | 1.0 | 9 | 5.5 | 27 | -3 | 89* | -0.2 | 0.7 | 6 | 0.7 | 0.8
CC(=O)Nc1ccc(C2NC(=O)c3ccccc3O2)cc1 (stereo unspecified) | 2.7 | -6 | -0.9 | 8 | 1 | 9 | 0.3 | 0.9 | 7 | 1 | 1
COc1ccc(CN2C(=O)c3ccccc3C2=O)cc1C(=O)OCC(=O)NC1CCCCC1 | -0.5 | -2 | 4.2 | 11 | -9 | 41 | 0.0 | 0.9 | 1 | 0.8 | 0.9
CC(=NCCc1c(C)[nH]c2ccc(C)cc12)C1=C(O)CC(c2ccccc2)CC1=O (stereo unspecified) | 0.3 | 0 | 3.3 | 0 | -18 | 98* | -0.1 | 1 | 6 | 0.8 | 0.9
Cc1ccc(C(=O)n2c(-c3ccccc3)cnc2SCC(=O)Nc2ccccc2)cc1 | -0.8 | -3 | 4.9 | 4 | -13 | -1 | 0.1 | 1 | 3 | 1 | 1.3
Cn1ncc([N+](=O)[O-])c1C(=O)Nc1ccc(-c2nc3ccccc3o2)cc1 | 0.8 | 11 | 4.0 | -2 | -5 | -7 | -0.2 | 1 | -3 | 1.1 | 1.1
CSc1nc(SCCO)c2sc3nc(-c4ccco4)c4c(c3c2n1)CC(C)(C)OC4 | -1.0 | . | 3.5 | 18 | 13 | 3 | 0.2 | 0.8 | -5 | 1.2 | 1.4
CCc1cc2c(N=Nc3c(O)[nH]c4ccccc34)ncnc2s1 | 2.2 | -1 | 2.1 | -10 | 6 | 1 | 0.1 | 1.1 | 5 | 1 | 1.1
COc1cccc(C(=O)Nc2ccc(Cl)c(C(F)(F)F)c2)c1 | 2.2 | . | 1.1 | 20 | -22 | 14 | -0.3 | 0.8 | 4 | 0.8 | 0.8
C=CCOc1ccc(CNn2cn[nH]c2=S)cc1 | 1.8 | . | -0.9 | -3 | 6 | -2 | -0.3 | 1 | 3 | 1 | 1.1
CC1=C(C(N)=O)C(c2cccnc2)n2nc(-c3cccc(C)c3)nc2N1 (stereo unspecified) | 1.9 | -22 | 1.3 | . | . | 85* | -0.1 | . | 5 | . | .
CCCN1CCC(=NNc2ccc(C(=O)O)cc2)CC1 | -0.2 | -17 | 1.4 | -8 | 6 | 90* | -0.2 | 1.1 | 10 | 1.8 | 3*
C=CCN(C(=O)c1cccc(S(=O)(=O)N2CCN(C)CC2)c1)c1nc(-c2ccccc2)cs1 | 0.2 | . | -0.9 | 29 | 6 | 0 | -0.4 | 0.7 | 3 | 0.9 | 0.9
CCCc1cc(=O)n2[nH]c(SCc3ccccc3)nc2n1 | 2.3 | -37 | 2.3 | 12 | 8 | -7 | -0.1 | 0.9 | -3 | 0.8 | 0.9
Cc1cc(C(=O)COC(=O)c2cccs2)c(C)n1-c1c(C)n(C)n(-c2ccccc2)c1=O | 2.2 | 6 | 3.5 | 12 | 4 | -10 | -0.5 | 0.9 | 1 | 0.9 | 0.9
CC(C)OP(=O)(OC(C)C)C(Nc1ccccc1)c1cccc2c1OCO2 (stereo unspecified) | 0.2 | 3 | 0.9 | 14 | 31 | -1 | -0.4 | 0.9 | -5 | 0.8 | 0.9
O=C(Nc1ccccc1)c1ccc(NCc2cccnc2)c(S(=O)(=O)N2CCOCC2)c1 | 2.8 | -12 | -0.3 | 9 | 3 | 8 | -0.6 | 0.9 | -6 | 0.9 | 1
COc1cc(-c2cc(=O)c3c(O)c(OC)c(OC)c(O)c3o2)ccc1O | 0.0 | -2 | -0.8 | 66* | 20 | -14 | -0.2 | 0.3 | 0 | 0.6 | 0.6
O=C(COC(=O)c1cccc(S(=O)(=O)N2CCCCC2)c1)NC1CCCc2ccccc21 (stereo unspecified) | 0.5 | -6 | 5.0 | 23 | -2 | -3 | -0.2 | 0.8 | -2 | 0.9 | 0.9
O=C(CCN1CCN(C/C=C/c2ccccc2)CC1)Nc1cccc(F)c1 | 0.7 | 3 | 0.5 | 1 | 6 | 91* | -0.3 | 1 | -10 | 1.1 | 1.1
Nc1nnc(SCc2ccc3c(c2)OCO3)s1 | 0.2 | 1 | 0.7 | 12 | 1 | -6 | 0.2 | 0.9 | -7 | 1 | 1
Cc1ccc(C)c(Cn2cnc3c(cnn3C(C)(C)C)c2=O)c1 | -0.5 | -4 | 0.5 | 1 | 4 | 6 | -0.1 | 1 | -3 | 0.9 | 1
COc1ccc(C(=O)Nc2cccc(-c3ccc4nncn4n3)c2)cc1OC | -0.2 | 0 | 1.5 | -5 | 2 | -9 | -0.3 | 1.1 | -3 | 1.1 | 1.1
CCOc1ccc(NC(=O)c2oc3ccccc3c2NC(=O)CC)cc1 | -1.5 | -24 | 3.5 | 7 | 4 | -2 | 0.2 | 0.9 | -9 | 1 | 1
Cc1ccc(O)c(C(=O)c2cnn(-c3ccc(S(=O)(=O)N4CCOCC4)cc3[N+](=O)[O-])c2)c1 | 0.2 | -14 | 0.1 | 26 | -2 | -5 | 0.0 | 0.7 | 6 | 0.9 | 0.9
CCOC(=O)C1(Cc2ccc(OC)cc2)CCN(C(=O)c2sc(C)nc2C)CC1 | -0.8 | 3 | -1.1 | 3 | 6 | -4 | -0.4 | 1 | 10 | 1 | 1
Cc1cc(Br)ccc1OCCn1ccnc1 | 0.1 | -11 | 0.4 | 9 | 3 | 72* | 0.3 | 0.9 | 6 | 1.1 | 1.1
CCc1nnc(NC(=O)CSc2nnc(-c3ccoc3C)n2-c2ccccc2)s1 | 0.2 | -30 | 2.7 | 24 | 15 | -18 | -0.1 | 0.8 | -6 | 1 | 0.9
CCSCc1nc2ccccn2c1Br | -1.2 | 1 | 0.9 | 1 | 4 | 6 | 0.3 | 1 | -7 | 1.5 | 1.9
CCOC(=O)N1CCN(C(=O)c2ccc3nc(SCc4ccc(F)cc4)n(C)c3c2)CC1 | 1.1 | -31 | -0.3 | 11 | 5 | 7 | -0.2 | 0.9 | 5 | 0.9 | 0.9
CC(=O)N1CCN(c2ccc(NCc3ccc(C)cc3)cc2)CC1 | 1.3 | -12 | 1.9 | 13 | 10 | -12 | -0.1 | 0.9 | -1 | 0.9 | 0.8
Cc1[nH]ccc(=O)c1Oc1ncc(C(F)(F)F)cc1Cl | -0.6 | -6 | 0.6 | -7 | 0 | 16 | -0.3 | 1.1 | -4 | 1.2 | 1.4
O=C(Cn1nc(-c2ccccc2)c2ccccc2c1=O)NCC1CCCO1 (stereo unspecified) | -0.6 | -1 | 1.7 | 13 | 7 | 19 | -0.2 | 0.9 | -2 | 1 | 1
COc1ccc2nc(NC(=O)CSc3nccc(C)n3)sc2c1 | 2.3 | . | -0.3 | 14 | -6 | 2 | 0.2 | 0.9 | 1 | 1 | 1
CCn1cc(C(=O)NC2CCc3ccccc32)c(=O)c2ccc(C)nc21 (stereo unspecified) | 0.2 | -46 | 4.1 | 17 | -16 | -4 | -0.3 | 0.8 | 3 | 0.8 | 0.8
Cc1cc(Nc2ccc(F)cc2Cl)n2ncnc2n1 | -1.9 | -20 | -0.1 | 20 | 0 | -7 | -0.2 | 0.8 | 2 | 0.9 | 0.8
CCOC(=O)c1cnc(SCc2nc(N)nc(Nc3ccc(C)cc3)n2)nc1N | 0.0 | 17 | 0.8 | 23 | 1 | 10 | 0.1 | 0.8 | 7 | 0.8 | 0.8
CCOC(=O)c1cc2sccc2n1CC(=O)N1CCc2ccccc21 | 2.6 | . | 4.4 | 2 | 1 | -2 | 0.2 | 1 | 8 | 1 | 1

Molecules shown so far that have a CF3 group:
SMILES | Redox H2O2 prof | S1P3 antag | RAM network inh | Diaphorase inh | G6PDH counter | Lmaj promast | Hsp70 act | Diaph act CS | TLR4-MyD88 BLA | PMI act | PMI act hi M6P
COc1cccc(C(=O)Nc2ccc(Cl)c(C(F)(F)F)c2)c1 | 2.2 | . | 1.1 | 20 | -22 | 14 | -0.3 | 0.8 | 4 | 0.8 | 0.8
Cc1[nH]ccc(=O)c1Oc1ncc(C(F)(F)F)cc1Cl | -0.6 | -6 | 0.6 | -7 | 0 | 16 | -0.3 | 1.1 | -4 | 1.2 | 1.4

Compound activity deposited in PubChem BioAssay by several laboratories.
